PP1 counter: blocks human PP1-alpha phosphatase, a PP5 counter-screen | inhibition, % at 6.7 µM | P62136 | AID 2235 | purified PP1alpha, OMFP fluorescence | 320,000 compounds, 0.9% hits;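 active means inhibition above the mean inhibition of all tested compounds plus 3 SD, computed separately for each screening campaign, cut at about 15% in these data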
Target sequence (P62136 whole entry, looked up): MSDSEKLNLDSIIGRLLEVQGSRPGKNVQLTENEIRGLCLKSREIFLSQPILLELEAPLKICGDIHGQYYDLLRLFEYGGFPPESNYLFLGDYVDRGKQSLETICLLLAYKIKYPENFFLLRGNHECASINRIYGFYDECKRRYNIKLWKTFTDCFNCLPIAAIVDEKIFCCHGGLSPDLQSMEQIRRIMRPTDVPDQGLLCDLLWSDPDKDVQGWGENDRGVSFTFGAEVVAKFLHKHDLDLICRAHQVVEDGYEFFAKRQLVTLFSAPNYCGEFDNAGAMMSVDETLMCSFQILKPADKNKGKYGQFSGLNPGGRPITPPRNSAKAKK
Fh CTSL1 inh: blocks F. hepatica cathepsin L1 in PFM18AAP counter-screen | recombinant F. hepatica cathepsin L1, Z-Leu-Arg-MCA fluorescence | inhibition, % at 5.96 µM | 300,000 compounds, 0.49% hits;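 active means inhibition above the mean of all tested compounds plus 3 SD, set per screening campaign, cut at about 17% in these data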;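 further: 0% = plate median of test compound wells and 100% = 1 µM Z-Phe-Ala-diazomethylketone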
PP5 inh: inhibitors of human protein phosphatase 5 (PP5). 320,000 compounds, 0.18% hits. P53041. inhibition, % at 6.7 µM. purified PP5c, OMFP substrate fluorescence;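 active means inhibition above the campaign's mean inhibition across all tested compounds plus 3 SD, cut at about 9.5% in these data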;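 further: 0% = DMSO only and 100% = 100 µM cantharidin control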
GRK2 aptamer HTS: human GRK2 inhibition via aptamer displacement; AID 488847; bead flow cytometry, FAM-aptamer displacement from GRK2; 330,000 compounds, 0.59% hits; P25098; inhibition of aptamer binding, % at 10 µM;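 active means inhibition of aptamer binding above 40%, roughly 3 SD of noise, on plates passing a quality check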;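 further: median bead fluorescence of bound FAM aptamer so fluorescent compounds give negative values; no value below 0 was filed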
proCasp7 act: counter-screen: procaspase-7 (human) activation. AID 463210. P55210. recombinant procaspase-7, Ac-DEVD-pNA absorbance 405 nm; D23A/D198A/D206A triple mutant, cannot self-cleave; scale: DMSO 0, 5 µM enzyme 100. 330,000 compounds, 0.093% hits. activation, % at 8.5 µM;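 active means percent activation above the screen-wide mean plus 3 SD, cut at about 25% in these data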
Target sequence (P55210 whole entry D23A/D198A/D206A): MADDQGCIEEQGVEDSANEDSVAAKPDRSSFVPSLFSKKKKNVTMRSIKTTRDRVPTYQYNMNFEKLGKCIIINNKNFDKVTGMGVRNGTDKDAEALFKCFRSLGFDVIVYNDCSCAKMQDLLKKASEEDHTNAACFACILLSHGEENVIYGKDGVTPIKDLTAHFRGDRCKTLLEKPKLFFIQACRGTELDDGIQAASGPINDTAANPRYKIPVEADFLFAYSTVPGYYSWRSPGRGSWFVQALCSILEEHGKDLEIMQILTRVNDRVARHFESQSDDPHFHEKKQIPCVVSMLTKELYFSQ
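Assay system – Uncleavable procaspase-7 mutant enzyme · Quantity – 2 µM procaspase-7 mutant as dispensed · Times – 1 h preincubation, 2 h reaction · Dosing – single nominal 8.5 µM compound dose, 0.8% DMSO final · Buffer or medium – Zinc-free 50 mM HEPES buffer, pH 7.4, with NaCl and Triton X-100 · Detection – Epi-absorbance of released pNA at 405 nm, two timepoints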
VLA-4 inh: inhibition in a human VLA-4 binding assay; VLA-4 expressing cells, ligand binding flow cytometry; 330,000 compounds, 0.2% hits; P13612; inhibition, % (about 7 µM as worked out from the volumes in the protocol); in the data active means inhibition above about 50%
HCV core dimer: blocks dimerization of HCV core protein; TR-FRET GST/Flag-core106 dimerization, 1536-well; inhibition, % at 5 µM; 300,000 compounds, 0.33% hits;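 active means inhibition above the mean of all tested compounds plus 3 SD, set per screening campaign, cut at about 45% in these data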
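Test system: GST/Flag-tagged HCV core106 proteins; Medium: KF-containing HEPES buffer, pH 7.45, DTT, CHAPS, BSA; Times: compound-protein-antibody incubation 4 h at 22.5 °C; Detection: TR-FRET 671 and 617 nm emission; Benchmarks: wells lacking GST-core106 and wells with excess unlabelled core106.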
GASC-1 inh: human JMJD2C demethylase inhibition; Q9H3R0; GST-JMJD2C(1-420) H3K9me3 demethylation, DELFIA europium; inhibition, % at 2.35 µM; 330,000 compounds, 0.069% hits; AID 2099;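 active means more than half of a compound's replicate wells show inhibition beyond 50%, single wells judged on their own value; inconclusive means some, but no more than half, of replicates pass 50% inhibition; inactive means no replicate passes 50% inhibition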;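 further: signal counts dimethyl H3K9 product captured on neutravidin plate; 0% = median of DMSO wells and 100% = 0.3 times that DMSO median; strong numbers were not always called active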
procasp3 activ: procaspase-3 (human) activation | recombinant procaspase-3 D3A, Ac-DEVD-pNA absorbance 405 nm | P42574 | 330,000 compounds, 0.11% hits | activation, % at 8.5 µM;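 active means activation above the mean of all tested compounds plus 3 SD, cut at about 21% in these data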;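 further: 0% = DMSO alone and 100% = DMSO wells spiked with extra 5 µM PC-3 D3A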
Target sequence (P42574 whole entry D9A/D28A/D175A): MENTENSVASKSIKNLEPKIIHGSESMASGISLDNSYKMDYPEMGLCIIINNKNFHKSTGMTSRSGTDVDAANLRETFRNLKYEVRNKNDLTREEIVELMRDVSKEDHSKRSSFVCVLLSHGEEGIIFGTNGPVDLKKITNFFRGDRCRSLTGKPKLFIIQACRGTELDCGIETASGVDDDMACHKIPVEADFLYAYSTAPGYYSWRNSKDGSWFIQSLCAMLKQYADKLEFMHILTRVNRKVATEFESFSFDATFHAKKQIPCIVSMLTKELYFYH
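Assay system – Procaspase-3 D3A mutant · Benchmarks – DMSO low control, extra-enzyme high control · Technique – 405 nm absorbance of p-nitroaniline, reads at 0 and 120 min · Doses – 8.5 µM nominal · Measure – % activation between DMSO and enzyme-spiked controls · Also added – Ac-DEVD-pNA chromogenic peptide substrate · Schedule – 1 h compound preincubation, 2 h substrate hydrolysis at 25 °C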
* = called active by the depositor; i = inactive; ? = inconclusive; . = no result given; & = joins results of further samples.

SMILES | PP1 counter | Fh CTSL1 inh | PP5 inh | GRK2 aptamer HTS | proCasp7 act | VLA-4 inh | HCV core dimer | GASC-1 inh | procasp3 activ
CCc1cc(=O)oc2c(C)c(OC(C)C(=O)NC3CC(C)(C)NC(C)(C)C3)ccc12 (configuration not stated) | 0.7 | -1.4 | -2.1 | 0.0 | -4.8 | 1.6 | -0.8 | -12.1 | -2.5
COC(=O)/C(=C\C(=O)c1ccccc1)Nc1cccc(C(F)(F)F)c1 | 2.5 | -0.1 | 5.4 | 0.0 | 3.1 | -2.9 | -0.3 | -2.3 | 3.9
Cc1cc(C)n(-c2nnc(C)c(=O)[nH]2)n1 | 4.7 | -0.5 | 0.3 | 0.0 | 4.1 | -4.0 | -6.4 | i | 3.3
Cc1ccc(NC(=O)CN(C)Cc2nc3ccccc3c(=O)[nH]2)c(Br)c1 | -0.6 | -2.4 | 1.0 | 0.0 | -0.8 | -0.7 | -4.8 | 2.4 | 1.5
O=C(CCCOc1ccccc1)Nc1nncs1 | 2.7 | -1.8 | -0.8 | 5.0 | 9.8 | 2.4 | -2.8 | -6.6 | 1.5
CCC(=O)c1ccc(OCC(O)CN2CCCCC2)cc1 (configuration not stated) | -3.5 | 0.2 | 1.1 | 3.0 | -2.0 | 9.4 | -0.4 | 14.5 | 7.2
CCC(C)c1ccccc1NS(=O)(=O)c1cnn(CC)c1 (configuration not stated) | 0.6 | -0.3 | 2.5 | 0.0 | 3.3 | 6.8 | 9.4 | 3.9 | 2.1
CC(Sc1nncs1)C(=O)Nc1ccc(Cl)cn1 (configuration not stated) | 10.2 | -2.7 | 1.5 | 0.0 | -6.5 | 11.3 | -8.2 | 0.3 | -3.6
COc1ccc(-c2nc(CS(=O)CC(=O)NCC3CCCO3)c(C)o2)cc1 (configuration not stated) | -1.6 | 2.7 | -0.6 | 3.0 | -1.2 | 1.2 | -4.3 | -11.0 | -7.7
Cc1sc2c(=O)n3c(nc2c1C(=O)NC1CCCCC1)CCCCC3 | -2.5 | 1.3 | -1.5 | 2.0 | -18.5 | 11.6 | 9.4 | 5.6 | 3.8
Clc1ccc(-n2ncc3c(N4CCCC4)ncnc32)cc1 | 0.3 | 4.6 | -1.9 | 0.0 | 10.4 | 10.1 | -29.6 | -6.4 | 4.3
Cc1cc(C)c(NC(=O)Cc2ccc(-n3cccc3)cc2)c(C)c1 | 1.6 | 4.2 | -0.5 | 6.0 | -4.8 | -4.8 | 31.4 | 4.5 | 1.0
Cc1cccc(N2CCN(S(=O)(=O)c3ccc(-c4cc(C)no4)s3)CC2C)c1 (configuration not stated) | -3.4 | 1.5 | -0.3 | 2.0 | 7.4 | 6.6 | 0.0 | -2.6 | 1.8
CCc1nnc(NC(=O)CSc2nc(C)cc(C)c2C#N)s1 | -4.4 | -3.1 | -1.5 | 4.0 | 5.5 | -1.3 | 1.6 | -5.4 | -0.9
COc1cc(-c2cc3nc(C)c(C)c(=O)n3[nH]2)cc(OC)c1OC | -1.3 | 0.3 | 2.0 | 0.0 | 4.2 | -5.6 | -6.6 | -0.1 | -8.0
O/N=C/c1ccc2cccc(O)c2n1 | -1.6 | -0.9 | -1.1 | 2.0 | 4.0 | -3.2 | -4.1 | 1.4 | 3.4
Cc1ccc(N/N=C(\Cc2nc3ccccc3[nH]2)c2ccccc2)cc1 | 4.0 | -0.6 | 2.3 | 2.0 | -23.7 | 29.0 | -4.4 | 4.0 | -18.5
CCc1noc(C)c1C(=O)NNC(=O)c1ccccc1 | -2.4 | . | -1.2 | 0.0 | -1.3 | 21.1 | . | 1.0 | -5.7
COc1ccc(CCC(C)NCc2ccc(C(F)(F)F)cc2)cc1 (configuration not stated) | 0.5 | -1.2 | 0.9 | 2.0 | -0.9 | 8.9 | -2.7 | -4.4 | -6.9
COc1ccccc1NC(=O)CSc1nncn1-c1cccnc1 | -1.6 | -2.4 | -0.6 | 0.0 | 4.7 | -1.1 | -2.8 | -6.1 | -2.5

Part of the list above, as labelled records.
O/N=C/c1ccc2cccc(O)c2n1
  PP1 counter: -1.6
  Fh CTSL1 inh: -0.9
  PP5 inh: -1.1
  GRK2 aptamer HTS: 2.0
  proCasp7 act: 4.0
  VLA-4 inh: -3.2
  HCV core dimer: -4.1
  GASC-1 inh: 1.4
  procasp3 activ: 3.4

Cc1ccc(N/N=C(\Cc2nc3ccccc3[nH]2)c2ccccc2)cc1
  PP1 counter: 4.0
  Fh CTSL1 inh: -0.6
  PP5 inh: 2.3
  GRK2 aptamer HTS: 2.0
  proCasp7 act: -23.7
  VLA-4 inh: 29.0
  HCV core dimer: -4.4
  GASC-1 inh: 4.0
  procasp3 activ: -18.5

Next part.
SMILES | PP1 counter | Fh CTSL1 inh | PP5 inh | GRK2 aptamer HTS | proCasp7 act | VLA-4 inh | HCV core dimer | GASC-1 inh | procasp3 activ
CCc1cc(C(=O)NNC(=O)CCl)sc1C | -2.9 | 89.7* | -0.1 | 0.0 | 0.1 | 5.3 | -1.6 | 7.6 | 1.9
CCN1CCN(CCNC(=O)c2ccc(CS(=O)c3ccc(Cl)cc3)o2)CC1 (configuration not stated) | -2.3 | 0.1 | 3.2 | 0.0 | -6.2 | -1.5 | -19.8 | 1.6 | 6.1
Cc1c(C(=O)N(C)C2CCCCC2)sc2ncnc(N3CCN(c4ccccc4)CC3)c12 | 6.2 | -2.7 | 3.6 | 1.0 | -6.1 | -3.2 | 2.2 | 14.7 | 7.9
COc1ccc([N+](=O)[O-])cc1N(CC(=O)NCc1ccco1)S(C)(=O)=O | -2.4 | -0.7 | 0.6 | 3.0 | 11.9 | -2.1 | 1.7 | -18.6 | 1.6
COc1ccc(NC(=O)C2CSC3c4ccccc4C(=O)N23)cc1 (configuration not stated) | 0.6 | 4.1 | 0.1 | 2.0 | -2.4 | 8.8 | -3.9 | -1.4 | 1.1
O=[N+]([O-])c1ccc2c3n([n+]([O-])c2c1)CCN=C3c1ccc(Cl)cc1 | 7.4 | 0.7 | 4.8 | 3.0 | -3.7 | 26.6 | 16.7 | 4.3 | 1.9
Cc1ccc(Cc2cnc(NC(=O)/C(C#N)=C/c3ccc(-c4ccccc4[N+](=O)[O-])o3)s2)cc1 | 0.3 | 0.9 | 3.4 | 0.0 | 4.5 | 4.2 | 34.7 | 3.8 | -5.5
O=C(Nc1cc(Cl)cc(Cl)c1)c1cccc(OC(F)F)c1 | 0.6 | 2.0 | 4.2 | 2.0 | 4.6 | 9.3 | 1.9 | ? | 5.2
O=C(NCC1CCCN1S(=O)(=O)c1cccs1)c1ccc([N+](=O)[O-])cc1 (configuration not stated) | 2.2 | 0.0 | 1.8 | 0.0 | 3.5 | 6.0 | -8.3 | 3.2 | 10.3
C=C1C(O)[C@@H]2O[C@]3(CC[C@H](/C=C/C(C)[C@@H]4CC(C)=CC5(O[C@H](C[C@@](C)(O)CO)CCC5O)O4)O3)CC[C@H]2O[C@@H]1C(O)CC(C)[C@H]1OC2(CCCCO2)CCC1C (some centres not stated) | . | . | . | 0.0 | 5.1 | 53.9* | . | . | 3.9
CCC(C)c1ccccc1N1CC(C(=O)N2CCN(S(=O)(=O)c3ccc(F)cc3)CC2)CC1=O (configuration not stated) | 0.1 | 2.4 | 2.0 | 2.0 | 4.3 | -1.4 | 0.4 | 47.3 | 0.1
Cc1ccc2c(c1)c1c(n2CC(O)CN2CCOCC2)CCCC1 (configuration not stated) | -5.8 | 0.9 | -1.3 | 1.0 | 3.7 | 3.9 | 1.9 | -2.7 | 1.6
O=[N+]([O-])c1cccc(Cl)c1N1CCOCC1 | -0.2 | -1.4 | 1.1 | 0.0 | 2.3 | 2.7 | -6.9 | -2.3 | 0.4
O=C1c2cccc(OCC(=O)N3N=C(c4cccs4)CC3c3ccc(F)cc3)c2CCN1Cc1ccccc1 (configuration not stated) | 21.0* | 0.1 | 2.5 | 4.0 | 1.4 | 7.7 | 29.5 | -3.4 | -1.0
COc1ccc(C(=O)COC(=O)CNC(=O)c2ccccc2)cc1F | 1.7 | . | 2.5 | 1.0 | -1.2 | -6.4 | . | 3.6 | -5.6
CN(c1ccccc1C(=O)Nc1ccc(S(=O)(=O)N2CCOCC2)cc1)S(C)(=O)=O | -3.8 | -4.7 | -1.1 | 2.0 | -1.3 | 19.3 | 2.7 | 29.4 | 9.3
CCOC(=O)Nc1ccc2c(COC(=O)CNS(=O)(=O)c3cccc(Br)c3)cc(=O)oc2c1 | 2.2 | -4.5 | 0.9 | 2.0 | -2.6 | 12.5 | 5.7 | 14.0 | 7.1
O=C(N/N=C/C(Br)=C/c1ccccc1)c1cccnc1 | -6.5 | -0.4 | -0.9 | 0.0 | -1.4 | 14.0 | 1.2 | 3.3 | -2.6
Cc1cccc(NS(=O)(=O)c2cccc(C(=O)NCCCN3CCOCC3)c2)c1 | -5.5 | 3.3 | 0.2 | 0.0 | 4.4 | -1.2 | -1.6 | -4.5 | -0.3
COc1ccc(N(C(=O)c2cccnc2)S(=O)(=O)c2ccc3c(c2)n(C)c(=O)n3C)cc1 | 1.9 | -3.6 | 2.0 | 0.0 | 9.8 | 4.1 | 2.8 | 0.0&-1.1 | 7.3
O=C(CSc1ccccc1)N1CCN(S(=O)(=O)c2ccccc2F)CC1 | 2.1 | 4.6 | 2.8 | 0.0 | 4.4 | 2.2 | 24.6 | 9.0 | -1.6
CCn1cc(Br)c(C(=O)N(C)Cc2ccccc2)n1 | -7.8 | -4.1 | 0.1 | 2.0 | 4.2 | 8.0 | 7.4 | -7.6 | 1.4
Cc1cc(C)c(NC(=O)CS(=O)CC(=O)Nc2ccc(-n3cnnn3)c(C)c2)c(C)c1 (configuration not stated) | 0.3 | -2.6 | 2.2 | 1.0 | 9.6 | 14.0 | -1.0 | 18.0 | -12.5
CCCC(=O)c1ccc(-c2ccccc2)cc1 | -1.8 | 0.2 | -0.7 | 1.0 | -0.5 | 4.3 | 5.0 | 2.8 | 6.6
COC(=O)CSc1nc(-c2ccccc2)nc2ccc(F)cc12 | -0.4 | -0.1 | 3.3 | 0.0 | 9.8 | -1.1 | 10.0 | 0.8 | -2.0
CSc1ncccc1C(=O)Nc1cccc(S(=O)(=O)N2CCCCCC2)c1 | . | . | . | 3.0 | -12.6 | 9.1 | . | -2.5 | -5.4
CC(=O)c1ccc(NC(=S)NC(=O)/C=C/c2ccccc2)cc1 | 2.1 | -0.1 | -0.1 | 0.0 | 4.2 | 3.7 | 9.2 | -5.2 | 1.7
CCCOc1ccc(N2C(=O)CC(N3CCC(c4nncn4CC)CC3)C2=O)cc1 (configuration not stated) | -5.3 | 0.1 | 1.4 | 0.0 | -31.1 | -4.8 | -1.6 | 2.2 | -23.3
S=C(c1c[nH]c2ccccc12)N1CCOCC1 | -3.8 | -1.9 | 0.0 | 2.0 | -13.9 | 15.8 | 12.8 | 3.2 | -5.8
CCn1c(SCC(=O)OCc2ccccc2)nc2c1c(=O)n(C)c(=O)n2C | 2.2 | 0.3 | -3.2 | 3.0 | -10.9 | -1.5 | -2.4 | -17.3 | -1.0

Assay outcomes from PubChem BioAssay.
